Assay outcomes deposited in PubChem BioAssay by several laboratories.
NPR2 activator: GC-B (human) receptor activation; HEK293-GC-B cells, CNP EC30, cGMP TR-FRET; 0% at EC30 CNP, 100% saturating CNP; activation, % at 10 µM; 370,000 tested, 0.11% active; AID 1920062;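 active = activation at 10 µM reaching about 35% in either raw or pattern-adjusted values, limit read from the data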
rCAG RNA binder: binds r(CAG) RNA repeats; r(CAG) RNA repeat, TO-PRO-1 dye displacement fluorescence; inhibition, % at 3 µM; 370,000 tested, 1.3% active;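 active = inhibition above the plate cutoff, the mean of all test compounds on that plate plus 3 SD, cut at about 35% in these data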;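 also: 0% = DMSO alone and 100% = 100 µM mitoxantrone as full dye displacement; higher means more dye released from RNA so lower well fluorescence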
PG9 binder: binds the HIV-1 gp120 antibody PG9; 360,000 tested, 0.43% active; inhibition, % at 6.7 µM; TR-FRET gp120-PG9 antibody binding; in the data active = inhibition above about 8.5%
SMARCA2 act: activators of SMARCA2 function. MG213 cells, MMTV-luciferase reporter, dexamethasone, overnight. activation, % at 9.1 µM. 370,000 tested, 1% active. AID 652017; in the data active = activation above about 7.8%;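 also: 0% = vehicle wells and 100% = reference activator wells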
HTRA1 inhibitor: HTRA1 (human) protease inhibition; Q92743; recombinant HTRA1, FP-rhodamine activity-based probe, fluorescence polarization; 340,000 tested, 0.5% active; inhibition, % at 5.96 µM; in the data active = inhibition above about 36%;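 also: 0% = enzyme with DMSO and 100% = wells lacking enzyme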
NPR1 activator: GC-A (human) enzyme activation; P16066; HEK293 GC-A cells, cGMP TR-FRET, EC30 ANP; 0% at EC30 ANP, 100% saturating ANP; activation, % at 10 µM; 370,000 tested, 0.14% active; AID 1671463; in the data active = activation above about 40%
ASAP1 GAP inh: ASAP1 ArfGAP inhibition. Q9ULH1. ASAP1-stimulated ARF1 GTP hydrolysis, GDP FP detection. inhibition, % at 16.5 µM. 360,000 tested, 0.19% active. AID 624377; in the data active = inhibition above about 25%;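 also: 0% = vehicle with enzyme and substrate and 100% = no enzyme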
Rev-erbA mod: modulates human Rev-erb alpha binding to DNA; 370,000 tested, 0.79% active; activity, % at 10 µM; AID 1259318; Rev-erbα–FITC-DNA binding, fluorescence polarization, 90 min; P20393;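 active = activity above about 14%, limit read from the data; passing the limit was not always enough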;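 also: 0% = DMSO wells with 35 nM protein and 100% = DMSO wells with 750 nM protein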
Target sequence (P20393 whole entry, looked up): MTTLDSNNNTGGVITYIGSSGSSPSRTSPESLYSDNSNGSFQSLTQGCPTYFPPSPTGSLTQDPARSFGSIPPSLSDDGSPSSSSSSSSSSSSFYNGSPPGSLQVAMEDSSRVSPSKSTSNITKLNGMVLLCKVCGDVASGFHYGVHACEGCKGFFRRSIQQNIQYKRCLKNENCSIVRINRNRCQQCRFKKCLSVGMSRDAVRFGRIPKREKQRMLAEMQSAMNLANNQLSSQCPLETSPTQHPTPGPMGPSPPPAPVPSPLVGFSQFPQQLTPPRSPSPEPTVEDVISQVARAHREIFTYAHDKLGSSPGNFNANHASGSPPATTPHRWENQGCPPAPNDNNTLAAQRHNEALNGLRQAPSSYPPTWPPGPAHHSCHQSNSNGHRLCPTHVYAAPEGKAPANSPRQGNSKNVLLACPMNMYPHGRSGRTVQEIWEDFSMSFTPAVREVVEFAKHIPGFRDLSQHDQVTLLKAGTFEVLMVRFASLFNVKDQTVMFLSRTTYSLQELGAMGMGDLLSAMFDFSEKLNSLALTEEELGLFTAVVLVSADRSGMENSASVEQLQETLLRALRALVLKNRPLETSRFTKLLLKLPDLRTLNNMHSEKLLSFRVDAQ
ARFGAP1 inhibitor: inhibitors of rat ARFGAP1; 360,000 tested, 0.26% active; Arfgap1-stimulated ARF1 GTP hydrolysis, GDP FP detection; inhibition, % at 16.5 µM; Q62848;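 active = inhibition above a per-plate limit, mean inhibition of low control wells plus 3 SD, cut at about 25% in these data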;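 also: 0% = DMSO wells with enzyme and 100% = wells lacking Arfgap1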
Target sequence (Q62848 1-136 limits assumed): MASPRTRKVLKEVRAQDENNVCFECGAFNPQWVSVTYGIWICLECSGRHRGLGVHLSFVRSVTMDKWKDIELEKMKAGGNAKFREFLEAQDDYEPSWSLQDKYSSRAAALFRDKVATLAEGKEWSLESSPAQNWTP
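system = rat Arfgap1 catalytic domain, aa 1-136 | technique = FP, GDP Alexa 633 tracer displaced from anti-GDP antibody, 620/688 nm | compound = one concentration, 16.5 µM, DMSO 1.26% | medium = HEPES-based buffer, pH 7.5 | timing = compound-enzyme preincubation 20 min, reaction 120 min, detection 60 min, 25 °C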
ABHD4 inh: inhibits mouse alpha/beta hydrolase domain 4 | Q8VD66 | purified mABHD4, FP-Rh probe fluorescence polarization | inhibition, % at 8.92 µM | 370,000 tested, 0.54% active | AID 720543;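 active = inhibition exceeding the mean over every tested compound plus 3 SD, cut at about 30% in these data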;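 also: 0% = plate median of compound wells and 100% = S159A mutant with DMSO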
Target sequence (Q8VD66 whole entry, looked up, the tested form may be a part): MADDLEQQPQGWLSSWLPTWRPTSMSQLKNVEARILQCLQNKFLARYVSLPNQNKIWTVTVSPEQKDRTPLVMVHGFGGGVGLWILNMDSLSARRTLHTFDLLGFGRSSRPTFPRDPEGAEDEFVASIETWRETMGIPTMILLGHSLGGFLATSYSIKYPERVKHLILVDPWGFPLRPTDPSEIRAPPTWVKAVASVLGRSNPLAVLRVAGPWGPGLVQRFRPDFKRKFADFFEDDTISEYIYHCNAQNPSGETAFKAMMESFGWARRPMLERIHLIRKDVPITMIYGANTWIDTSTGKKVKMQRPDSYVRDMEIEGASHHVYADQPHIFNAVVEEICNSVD
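Assay system: Wild-type mouse ABHD4 protein | Medium: HEPES pH 7.0 buffer, 150 mM NaCl, 0.01% Pluronic F-127 | Incubation: Enzyme–compound pre-incubation 45 min, then probe 60 min, both 25 °C | Technique: Fluorescence polarization with parallel and perpendicular emission, 525/598 nm | Evaluation: % inhibition of FP-Rh probe binding versus controls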
* hit, by the source's call; nt = not tested or not shown.

SMILES	NPR2 activator	rCAG RNA binder	PG9 binder	SMARCA2 act	HTRA1 inhibitor	NPR1 activator	ASAP1 GAP inh	Rev-erbA mod	ARFGAP1 inhibitor	ABHD4 inh
COCCN1C(=S)NC(c2cccc(C(F)(F)F)c2)C(C(=O)N2CCOCC2)=C1C (stereo unspecified)	-4	-7	-1.6	-2	9	-1	9	0	0	-10
CC(C)N(c1ccccc1)c1ccc(NC(=O)COC(=O)CCN2C(=O)c3cccc([N+](=O)[O-])c3C2=O)cc1	1	17	-1.9	-2	-6	7	7	-1	-3	13
O=C(CSCc1c(F)cccc1Cl)NCc1cccnc1	1	-3	-1.7	1	-1	5	-1	-3	-4	-8
CCOC(=O)CCCCCC(=O)Nc1ccc2c(c1)C(=O)N([C@H](C)CO)C[C@H](C)[C@@H](CN(C)S(C)(=O)=O)OCCCC[C@@H](C)O2	0	0	-0.2	-2	2	4	-10	1	6	0
COc1cccc(NC(=S)N(CCCN2CCN(C)CC2)Cc2ccco2)c1	7	-3	1.4	1	4	-4	15	-4	14	-10
CCOC(=O)c1ccccc1NC(=O)c1cn(CC)c2nc(C)ccc2c1=O	-2	-1	-0.1	-2	4	4	8	8	2	-4
Cc1cc(NC(=O)/C=C/c2ccccc2)no1	-4	-4	1.2	2	-5	1	-4	-7	-2	1
CN1CC(=O)N(CC(=O)Nc2ccc(Br)cc2F)C1=O	2	-2	-1.1	-1	1	2	9	2	-1	-7
CCOc1ccc(-c2c(C#N)c(N)nc3sc(C(=O)c4ccccc4)c(N)c23)cc1	-4	3	0.9	-3	-7	3	3	5	10	-2
O=C(c1cnccn1)N(c1ccccc1)C1(C(=O)NC2CCCCC2)CCCCC1	-23	-6	-1.9	-1	-3	-31	-11	-1	-23	-1
Cc1cccc(N2CN(Cc3cccnc3)CNC2=S)c1	2	-1	0.4	0	2	-1	-12	2	-6	1
Cc1cc2c(c(SCC(=O)N(C)c3ccccc3)n1)C(=O)OC2	-3	-5	-1.0	-4	0	-1	11	3	4	11
Cc1ccc(S(=O)(=O)N/N=C/c2ccc(OCC(=O)N3CCOCC3)cc2)cc1	-1	1	-1.9	2	1	1	-7	-5	-1	-3
COC(=O)c1nnn(-c2ccc(Cl)c(Cl)c2)c1C(=O)OC	-3	-5	-0.5	-2	6	-1	-1	-2	4	6
Cc1ccnc(NS(=O)(=O)c2ccc(NC(=O)C3CC=CCC3C(=O)O)cc2)n1 (stereo unspecified)	1	-3	1.1	-2	-4	1	-10	-5	4	1

Not a retest: entries from further up.
SMILES	NPR2 activator	rCAG RNA binder	PG9 binder	SMARCA2 act	HTRA1 inhibitor	NPR1 activator	ASAP1 GAP inh	Rev-erbA mod	ARFGAP1 inhibitor	ABHD4 inh
Cc1ccc(S(=O)(=O)N/N=C/c2ccc(OCC(=O)N3CCOCC3)cc2)cc1	-1	1	-1.9	2	1	1	-7	-5	-1	-3
COC(=O)c1nnn(-c2ccc(Cl)c(Cl)c2)c1C(=O)OC	-3	-5	-0.5	-2	6	-1	-1	-2	4	6
Cc1ccnc(NS(=O)(=O)c2ccc(NC(=O)C3CC=CCC3C(=O)O)cc2)n1 (stereo unspecified)	1	-3	1.1	-2	-4	1	-10	-5	4	1

Later entries:
SMILES	NPR2 activator	rCAG RNA binder	PG9 binder	SMARCA2 act	HTRA1 inhibitor	NPR1 activator	ASAP1 GAP inh	Rev-erbA mod	ARFGAP1 inhibitor	ABHD4 inh
O=C(CN1CCN(c2ccc(F)cc2)CC1)N(C1CCCC1)C1CCS(=O)(=O)C1 (stereo unspecified)	0	-1	0.8	-1	-4	0	-3	-1	-2	1
COc1cc(C(=O)NCc2nnc(SCC(=O)N3CCCc4ccccc43)o2)cc(OC)c1OC	0	-5	-2.8	0	2	1	-9	-1	-7	7
COc1ccc2c(c1)C[C@@H]1CC(C)(C)CN1S2(=O)=O	-2	nt	nt	nt	nt	1	nt	6	nt	0
CCCC(=O)Oc1ccccc1C1SCc2cc(C)c(C)cc2CS1	-2	0	-1.2	-1	-1	-2	1	-4	7	-13
CCOc1ccccc1/C=C(\C(=O)O)c1ccc(S(=O)(=O)N2CCCCC2)s1	-1	45*	-2.7	-5	-13	3	14	8	5	-3
COc1cccc(NC(=O)CCC(=O)NCc2ccco2)c1	nt	0	-0.1	-3	4	nt	-6	nt	12	-5
CCc1ccc(-n2c(Cn3nc(C(F)(F)F)cc3C)n[nH]c2=S)cc1	2	2	-1.5	2	6	8	-3	-5	-10	1
CCOC(=O)c1nn(-c2ccc(Br)cc2)cc1C(=O)c1cccc2ccccc12	-2	-1	1.4	2	3	0	1	5	11	3
C/C(=N\O)c1ccc(N2C(=O)C3CC=C(Cl)CC3C2=O)cc1 (stereo unspecified)	-1	0	-1.4	7	0	5	-7	4	-8	-1
Cc1ccc(NC(=O)COC(=O)Cc2ccsc2)cc1S(=O)(=O)N1CCOCC1	1	5	-1.4	1	-6	6	-8	2	-8	-6
COc1ccc(OC)c(Nc2nc(-c3sc(C)nc3C)cs2)c1	-2	9	0.2	2	11	2	14	2	0	15
CC(NC(=O)c1cc2cc(F)ccc2[nH]1)c1ccccc1 (stereo unspecified)	13	-1	-0.1	-2	-20	8	6	6	2	-6
C=CCOC/C=C/C#CCN(Cc1ccc(OC)cc1OC)C(=O)Nc1ccccc1	0	-1	nt	0	nt	-2	nt	6	nt	-12
O=C1CC(N2CCOCC2)C(=O)N1CCc1ccccc1 (stereo unspecified)	-3	3	0.2	0	3	-2	10	0	13	-11
CCOc1cc(/C=C2/COc3ccccc3C2=O)ccc1OCC(=O)N(C)C	13	-4	-1.1	1	-7	-1	0	1	11	6
CCCOC(=O)NC1C(NC(=O)OCCC)N(C)C(=O)N1C (stereo unspecified)	2	2	-0.3	-2	2	3	-3	-2	8	-3
COc1ccccc1N1CCN(CC(=O)c2c(C)[nH]c3ccccc23)CC1	0	-5	-0.5	-5	8	-6	-13	0	3	6
O=S(=O)(CCN1CCN(c2ccccc2O)CC1)c1cc(Cl)ccc1Cl	2	2	-0.8	1	0	-2	-9	-2	8	2
O=C1NC[C@H](CCCCN2C[C@H](Cc3ccccc3)N(Cc3ccccc3)C(=O)C2=O)N(CC2CCCCC2)C1=O	-2	4	0.9	3	nt	3	3	-4	-5	-1
O=C(COC(=O)c1ccc(O)cc1)NC1CCCCCC1	1	1	0.0	0	-4	-2	-4	5	6	-9
COc1ccc(C(=O)Nc2nc3ccccc3[nH]2)cc1S(=O)(=O)N1CCOCC1	1	-3	-1.5	3	-1	5	9	0	3	-2
O=C(N/C(=C/c1cccnc1)C(=O)N1CCCCCC1)c1ccccc1	-6	-3	1.1	-3	-3	0	1	-4	17	4
CCOC(=O)C1=C(C)Nc2ncnn2C1c1cccs1 (stereo unspecified)	-1	2	-1.6	-3	4	-2	-12	10	3	-9
COC(=O)c1ccc(/C=N/n2c(C)nc3ccccc3c2=O)cc1	-2	-3	-2.3	1	-4	-5	-5	0	4	-3
CCC(C)(C)C(=O)Nc1cccc(Cl)c1C	5	0	-1.6	-3	-4	2	3	-4	-12	-6
COn1c(C)c(C(C)=O)c2c3nonc3ccc21	2	10	-1.6	0	-14	4	23	2	-6	2
O=C(COC(=O)CCCNC(=O)c1ccc(Cl)cc1)Nc1cc(Cl)c(Cl)cc1Cl	1	0	1.4	0	4	-1	-12	1	2	2
O=c1c2c(nc3cc(-c4cccc(Cl)c4)[nH]n13)CCC2	-5	1	-2.1	10*	-1	6	-4	4	14	-2
COc1ccc(CN2C(=O)CC(C(=O)NCCc3ccc(S(N)(=O)=O)cc3)SC2=Nc2ccccc2)cc1 (stereo unspecified)	-8	9	-1.9	0	-3	-17	-3	-1	13	-9
CCOc1ccc(NC(=O)[C@H](C)NC(=O)C2CC(=O)N(c3ccc(OC)cc3)C2)cc1 (stereo partly specified)	-3	3	2.8	-2	-2	-1	2	-3	4	4
O=c1cc(CNc2cc(Cl)ccc2Cl)nc2sccn12	3	-1	-1.3	-2	-7	6	-3	4	0	1
O=C(CSc1ccc(F)cc1)Nc1ccc(N2CCOCC2)cc1	-1	4	-2.8	4	3	1	-5	3	8	3
CC(C)(C)OC(=O)NCCCCCNC(=O)c1[nH]cnc1C(=O)Nc1nccs1	7	-4	-0.8	0	15	2	19	2	7	3
Cc1sc2nc(CC(=O)N3CCCC3)[nH]c(=O)c2c1C	-1	-1	-0.3	0	4	6	-4	2	2	-7
Cc1nc2ccc(NC(=O)N3CCCCC3)cc2nc1C	11	-1	1.0	1	-3	15	7	1	1	3
Cc1cccc(N2C(=O)CN(Cc3sccc3C)C2=S)c1	-7	-3	-1.2	-1	-12	1	2	1	-14	5
CC(C)C(=O)N1CCCC1(C)C(=O)Nc1cccc(Oc2ccccc2)c1 (stereo unspecified)	-5	-2	-3.6	1	nt	-2	-18	1	-4	-8
CCc1cccc(OCC(=O)N(C)CC(=O)Nc2cccc(F)c2)c1	0	-3	0.0	0	-8	4	11	1	4	-2
CC(=O)NS(=O)(=O)c1ccc(N=NN2CCCCC2)cc1	-2	-1	-0.3	-2	8	1	-3	3	-5	1
COc1cccc(C(=O)N2N=C(c3ccccn3)CC2(O)C(F)(F)F)c1 (stereo unspecified)	-5	-5	-0.4	-2	7	0	1	3	-9	3
CCC(C)NS(=O)(=O)c1ccc(S(=O)(=O)N(CC(=O)Nc2ccccc2)Cc2ccco2)cc1 (stereo unspecified)	4	7	-2.2	-3	-33	6	17	-1	-2	-16
Cc1cccc(Nc2ccncc2S(=O)(=O)NC(=O)NC(C)C)c1	-1	3	1.4	5	1	2	5	2	3	1
O=C(CCc1ccc(O)c(O)c1)NNC(=S)NCCc1ccccc1	-1	3	-2.5	-5	30	2	-19	-7	-18	10
Clc1ccc(-n2ncc3c(NCC4CCCO4)ncnc32)cc1 (stereo unspecified)	-12	1	-0.3	7	-2	26	-1	-9	-3	3
CC(=O)N1CCc2cc(S(=O)(=O)NC(CC(C)C)C(=O)N3CCCC3)ccc21 (stereo unspecified)	8	-1	-0.9	-3	1	-1	-5	-4	12	9
COc1cccc(NC(=S)N(CCC(C)C)C2CCN(C(C)=O)CC2)c1	-2	0	2.6	0	-5	3	9	-6	11	3
CC(C)Cc1ccc(C(C)C(=O)OCC(=O)c2c[nH]c3ccccc23)cc1 (stereo unspecified)	1	2	-0.7	-4	-26	4	8	-1	-5	-19
Cc1ccccc1Oc1ccc2c(c1)[C@@H]1C[C@H]3[C@@H](C(=O)N1CC2)[C@H](C)ON3C	1	1	0.4	0	-6	1	13	4	0	5
COc1ccccc1N1CCN(C(=O)CSc2nc(C)c(C)c(=O)[nH]2)CC1	nt	0	-2.2	-3	2	nt	-14	nt	9	-1
O=C(CN1CCN(C(=O)c2ccc(-c3nc4ccccc4s3)o2)CC1)Nc1ccccc1Cl	-3	6	0.7	-1	2	2	-6	-12	2	-4
CCOC(=O)c1[nH]cnc1C(=O)N1CCC(C)CC1	7	-2	-0.5	2	-6	2	-8	2	-4	2
Cc1ccc(/C=N/Nc2ccccn2)s1	-8	2	-1.5	5	4	-6	0	5	-1	10
Cc1cc(=O)oc2cc(OCC(=O)OCC(=O)Nc3ccc(C(N)=O)cc3)ccc12	-6	3	0.2	-2	2	2	8	-2	-5	10
